From PubChem
AmpC no deterg – qHTS Inhibitors of AmpC Beta-Lactamase (assay without detergent) | P00811 | AmpC nitrocefin hydrolysis, absorbance 480 nm, 0.0001% Triton | Potency, µM (top dose mostly 57.1 µM), for the others: at the highest dose activity change, negative = inhibition, actives largely listed as inhibitors | 0.52% of 330,000 active | AID 485341, 2010;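 further: potency means the concentration at half of the fitted maximal effect; plate controls were no compound for no effect and no enzyme for full effect; nearly all actives have a fitted effect of over 20% in size; some results filed as inactive show a strong effect at the top dose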
Target sequence (P00811 whole entry, looked up): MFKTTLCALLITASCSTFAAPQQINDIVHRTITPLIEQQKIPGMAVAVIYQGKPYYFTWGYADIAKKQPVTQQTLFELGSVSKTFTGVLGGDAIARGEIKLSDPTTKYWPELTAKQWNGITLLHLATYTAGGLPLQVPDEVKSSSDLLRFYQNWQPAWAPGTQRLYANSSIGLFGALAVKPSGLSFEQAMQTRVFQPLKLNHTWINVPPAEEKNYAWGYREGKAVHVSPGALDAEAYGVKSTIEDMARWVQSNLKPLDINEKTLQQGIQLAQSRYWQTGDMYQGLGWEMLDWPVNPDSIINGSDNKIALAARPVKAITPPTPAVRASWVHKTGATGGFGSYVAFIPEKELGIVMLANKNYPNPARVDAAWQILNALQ
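AmpC (5.3 nM in the dispensed reagent) in 20 mM phosphate pH 7.0 with 0.01% (detergent screen) or 0.0001% Triton X-100 was preincubated with compounds for 15 min at room temperature. Nitrocefin was then added from an 800 uM solution, and hydrolysis was followed at 480 nm.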
FBPA Giardia inh – qHTS Assay for Inhibitors of Fructose-1,6-bisphosphate Aldolase from Giardia Lamblia. A8B2U2. purified Giardia FBPA. Potency, µM (doses to about 59.6 µM), for the others: top-dose activity, negative = inhibition, actives largely listed as inhibitors. AID 2451, 2010. 0.71% of 290,000 active; further: potency means the concentration at half of the fitted maximal effect; nearly all actives have a fitted effect of over 55% in size
Target sequence (A8B2U2 whole entry, looked up): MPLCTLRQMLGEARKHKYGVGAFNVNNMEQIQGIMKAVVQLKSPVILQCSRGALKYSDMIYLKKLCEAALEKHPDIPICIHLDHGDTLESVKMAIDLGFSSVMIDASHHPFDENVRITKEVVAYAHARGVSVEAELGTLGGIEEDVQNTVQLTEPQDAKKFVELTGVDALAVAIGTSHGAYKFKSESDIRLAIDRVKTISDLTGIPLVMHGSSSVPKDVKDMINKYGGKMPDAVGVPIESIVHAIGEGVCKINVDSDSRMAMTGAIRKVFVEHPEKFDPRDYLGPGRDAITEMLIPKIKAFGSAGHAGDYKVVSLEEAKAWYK
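40 nM FBPA preincubated 10 min at RT with compound (up to 57.5 uM final), then substrate plus GAPDH/TPI/NAD/arsenate coupling and diaphorase/resazurin added. Fluorescence read after 20 min at RT, 525/598 nm.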
AmpC detergent – qHTS Inhibitors of AmpC Beta-Lactamase (assay with detergent). 0.041% of 370,000 active. Potency, µM (titrated, usually from 114 µM), for the others: at the highest dose activity change, negative = inhibition, most hits filed as inhibitors. AmpC hydrolysis of nitrocefin, absorbance 480 nm, 0.01% Triton. P00811;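 further: potency means the concentration at half of the fitted maximal effect; 0% = no-compound wells and -100% = no-enzyme wells; nearly all actives have a fitted effect of over 25% in size; some results filed as inactive show a strong effect at the top dose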
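20 mM phosphate pH 7.0 + 0.01% (detergent screen) or 0.0001% Triton X-100; 5.3 nM AmpC reagent; cpd preinc 15 min RT; nitrocefin (800 uM stock) to start; A480 q20 s × 4 min; Activity was normalised to no-enzyme and no-compound control wells.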
AMA1-RON2 inh – qHTS for Inhibitors of AMA1-RON; Towards Development of Antimalarial Drug Lead: Primary Screen | AlphaScreen AMA1-biotinylated RON2 peptide binding | Potency, µM (titrated, usually from 58.2 µM), without a hit: top-dose activity change, negative = inhibition, hits mostly inhibitors | 0.2% of 360,000 active | AID 720542, 2013;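 further: potency means the concentration at half of the fitted maximal effect; 0% = vehicle wells and -100% = peptide control; nearly all actives have a fitted effect of over 45% in size; some results filed as inactive show a strong effect at the top dose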
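AMA1 (3D7) with his tag at 25 nM final met compounds first, then biotinylated RON2 peptide at 25 nM; detection used donor plus acceptor beads, 10 µg/mL apiece, read by AlphaScreen after 30 min at room temperature.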
Sm TGR block – qHTS Assay for the Inhibitors of Schistosoma Mansoni Peroxiredoxins | purified TGR, DTNB reduction, TNB absorbance 405 nm | Potency, µM (series often up to 114 µM), for inactives: at the top dose activity change, negative = inhibition, actives largely listed as inhibitors | 3% of 360,000 active; further: potency means the concentration at half of the fitted maximal effect; nearly all actives have a fitted effect of over 60% in size
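Kinetic colorimetric format: TGR-catalysed, NADPH-driven DTNB reduction monitored via TNB absorbance. Enzyme dispensed at 20 nM; compound exposure 15 min at room temperature before reaction start.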
HCMV inh – qHTS Assay for inhibitors of the human cytomegalovirus (HCMV); HFF cells, HCMV-luciferase reporter, 72 h; hits give low values; activity change, negative = inhibition, % at 57.5 µM; 4.5% of 410,000 active; AID 1259415, 2018; in the data active means activity change below about -60%; inconclusive means no clear call, values can overlap the other calls; inactive means above about -39%
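Steps: HFFs plated, 16 h 37C; compounds added; HCMV-luciferase added to MOI 1 PFU/cell; 72 h 37C; OneGlo reagent, 5 min room temperature; luminescence read, normalized to controls.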
Active calls of the source: *; ? = inconclusive; . = not tested or not shown; [ ] = dose if it differs, or a comment. Unless noted, the call rests on the fitted dose curve; in most records, active means well fitted curve in the direction sought with a large enough effect; inconclusive means small, poorly fitted or top-dose-only effect, or another doubt; inactive means no such curve, though single readings can be large; an effect the other way counts as inactive or inconclusive. Unless noted, on the % scale 0 is the no-effect control and ±100 the full control effect.

Second line of a record: AmpC no deterg	FBPA Giardia inh	AmpC detergent	AMA1-RON2 inh	Sm TGR block	HCMV inh
O=C(Cc1ccc(S(=O)(=O)N2CCCC2)s1)Nc1cccc([N+](=O)[O-])c1
→ -46%	.	.	-11%	.	0
Cc1ccc2c(c1C)NC(=O)C21N2CCCC2C(C(=O)c2ccc3ccccc3c2)C12C(=O)Nc1ccccc12 (centres undefined)
→ -28%	-16%	1%	-13%	6%	-35
Cc1ccc2cc(CCNC(=O)C(C)C)c(=O)[nH]c2c1
→ -93%	-3%	?	-3%	0%	26
Cc1ccc2c(c1)CCCN2C(=O)c1ccco1
→ -14%	-5%	-6%	-1%	45%[activator]	-20
Cc1ccc(-c2ocnc2C(=O)N2CCN(C(=O)c3cccs3)CC2)cc1
→ 23%	24%	-10%	-3%	-10%	-12
COc1ccc2nc(N(Cc3cccnc3)C(=O)Cc3ccccc3)sc2c1
→ .	.	0%	.	14%	7
Cc1cc(C)nc(N(C#N)Cc2ccccc2Cl)n1
→ -10%	7%	?	14%	5%	1
C=CC[C@@H](CC(=O)OC(C)(C)C)C(=O)OC[C@@H]1CCCN1C(=O)[C@@H](CC=C)CC(=O)N(CCO)Cc1ccccc1
→ 261%[activator]	.	.	0%	.	50
COc1cc2c(cc1NC(=O)c1cccc([N+](=O)[O-])c1)oc1ccccc12
→ -21%	0%	?	-5%	4%	?
CC(=O)c1ccc(N2CCN(c3ccc(C(F)(F)F)cn3)CC2)cc1
→ -23%	3%	-1%	-10%	5%	?
O=C(CNC(=O)Cc1ccccc1)NCc1cccc(C(F)(F)F)c1
→ 2%	11%	-11%	1%	3%	?
O=C(CNC(=O)c1ccco1)Nc1cc(Cl)ccc1N1CCOCC1
→ 18%	-2%	4%	-17%	-4%	24
Cc1ccc(C)c(NC(=O)Cn2c(=O)n(Cc3ccco3)c(=O)c3oc4ccccc4c32)c1
→ .	.	-5%	.	-11%	-6
CC(Oc1ccc(Br)cc1)C(=O)N1CCc2ccccc21 (centres undefined)
→ -4%	-6%	-7%	36%[activator]	-18%	5
Cc1ccc(NC(=O)c2noc3c2CCCCC3)cc1C
→ -14%	5%	2%	-4%	0%	33
CCCCCn1c(=O)[nH]c2cc(C(=O)NCCCN3CCCCC3)ccc2c1=O
→ 4%	-1%	-3%	-5%	-1%	30
CCN(CC)CCCNC(=O)c1ccc(-c2nc(CN3CCc4ccccc43)c(C)o2)cc1
→ .	.	-6%	.	-1%	-36
CCCC(=O)Nc1nc2nc(-c3ccccc3)cc(=O)n2[nH]1
→ -12%	-7%	2%	37%[activator]	-8%	2
COc1ccc(NS(=O)(=O)c2ccc(NC(=O)c3ccc(CN4CCOCC4)cc3)cc2)cc1
→ 47%	-2%	0%	0%	?	-89*
C=CCNC(=O)COC(=O)c1oc2ccccc2c1CSC1CCCCC1
→ -10%	3%	-2%	0%	-1%	?

In the list so far, 2 contain a thiophene ring, fused or not.
Second line of a record: AmpC no deterg	FBPA Giardia inh	AmpC detergent	AMA1-RON2 inh	Sm TGR block	HCMV inh
O=C(Cc1ccc(S(=O)(=O)N2CCCC2)s1)Nc1cccc([N+](=O)[O-])c1
→ -46%	.	.	-11%	.	0
Cc1ccc(-c2ocnc2C(=O)N2CCN(C(=O)c3cccs3)CC2)cc1
→ 23%	24%	-10%	-3%	-10%	-12

Look-ups from the results shown:
Sm TGR block with `Cc1cc(C)nc(N(C#N)Cc2ccccc2Cl)n1` = 5%
FBPA Giardia inh with `Cc1ccc(-c2ocnc2C(=O)N2CCN(C(=O)c3cccs3)CC2)cc1` = 24%

Further results.
Second line of a record: AmpC no deterg	FBPA Giardia inh	AmpC detergent	AMA1-RON2 inh	Sm TGR block	HCMV inh
Cc1nc2ccccc2n1/N=C/c1cccnc1
→ -15%	1%	?	-15%	0%	-5
CC(C)n1c(CN2CCN(Cc3ccccc3)CC2)nc2ccccc21
→ 106%[activator]	-9%	8%	15%	6%	?
CCOc1ccccc1OCC(=O)Nc1nc2ccccc2[nH]1
→ -15%[11.4 µM]	-11%	?	44%[activator]	3%	-17
CC(C)CCNC(=O)c1ccc(CS(=O)(=O)Cc2ccccc2F)o1
→ 2%	3%	0%	-1%	?	-19
O=C(c1cccn1-c1nnc(N2CCCCC2)s1)N1CCN(c2ccccc2)CC1
→ .	.	2%	.	0%	0
COc1ccc(F)cc1S(=O)(=O)N1CCCN(S(=O)(=O)c2cc(F)ccc2OC)CC1
→ 103%[activator]	2%	-5%	-3%	-2%	?
Cc1ccc(NC(=O)C2CCCN(c3ncccn3)C2)cc1C (centres undefined)
→ 14%	-4%	0%	-5%	4%	42
CC(=O)Nc1nc2c(C)cc(NC(=O)C3CCCCC3)cc2s1
→ -16%	.	-6%	-9%	-1%	10
NS(=O)(=O)c1ccc(N2N=C(c3ccccc3)CC2c2cccc(Cl)c2)cc1 (centres undefined)
→ -12%	.	.	40%[activator]	.	7
COc1ccc(-c2cc(C(=O)Oc3cccc(C)c3)c3ccccc3n2)cc1
→ .	.	8%	.	1%	10
CC(=O)c1ccc(NC(=O)CCC(=O)OCC(=O)c2cccc([N+](=O)[O-])c2)cc1
→ -16%	13%	0%	2%	4%	.
N/C(=N\OC(=O)COc1ccc(Br)cc1Cl)c1ccccn1
→ -8%	2%	1%	0%	1%	22
O=C(Nc1ccccc1)N1CCC(n2c(=O)[nH]c3ccccc32)CC1
→ -3%	2%	?	14%	-19%	-11
COc1ccc(N2C(=O)C3ON(C4SC(=S)N(C)C4(C)C)C(c4ccc([N+](=O)[O-])cc4)C3C2=O)cc1 (centres undefined)
→ -5%	-8%	-7%	?	-18%	-30
Nc1nc(CN2CCC(Cc3ccccc3)CC2)nc(Nc2ccccc2)n1
→ 35%	6%	1%	-6%	6%	35
Cc1cc(C)nc(NCC(O)CNc2ccccc2C)n1 (centres undefined)
→ 2%	0%	1%	-13%	-4%	-4
O=C(Nc1ccc2c(c1)CCCN2C(=O)c1cccs1)c1c(F)cccc1Cl
→ -42%	-7%	-11%	0%	-13%	-79*
Cc1cccc(OCCNc2cc(N3CCN(C)CC3)ccc2[N+](=O)[O-])c1
→ -13%	6%	-9%	-3%	-6%	2
Cc1csc(SCC(=O)N2CCN(S(=O)(=O)c3ccc(Cl)cc3)CC2)n1
→ -2%	2%	1%	-1%	-12%	18
CCOC(=O)c1c(CSc2cccs2)n(C)c2cc(Br)c(O)c(CN(C)C)c12
→ 106%[activator]	-15%	3%	-34%	.	-38
COCc1ccc(C(=O)N2CCCC(N3CCN(c4ccc(F)cc4)CC3)C2)o1 (centres undefined)
→ 56%	.	-5%	-16%	-12%	35
CCCc1nn(C)c(C(=O)Nc2cccc(C)c2)c1Cl
→ -8%	-3%	-8%	0%	-12%	-32
CCOC(=O)c1cnc2cc(-c3ccc(Br)cc3)nn2c1C
→ -19%	10%	0%	9%	17%	67
C#CCOCCOCCOCCNc1nc(N2CCN(C(=O)CCCCCCCCCCNC(=O)[C@@H](CCC(=O)O)n3cc(CCCCCN)nn3)CC2)nc(N2CCN(C(=O)CCCCCCCCCCNC(=O)[C@H](CO)n3cc(CCCSC)nn3)CC2)n1
→ 171%[activator]	.	-9%	0%	-15%	.
CC(=O)c1cccc(NC(=O)N2CCCC2C(=O)Nc2cccc(C)c2)c1 (centres undefined)
→ -1%	0%	?	-2%	-2%	-20
Cc1ccc2cc3cc(C(=O)N4CCC5(CC4)OCCO5)oc3nc2c1
→ -10%	7%	-3%	0%	0%	61
O=C(Nc1nnc(-c2ccncc2)o1)c1ccccc1
→ 7%	16µM*	-2%	34%[activator]	3%	4
CCn1c(SCC(=O)C(C)(C)C)nnc1-c1ccccc1OC
→ 0%	-15%	-12%	-2%	?	14
O=C(Nc1ccccn1)NC1CCS(=O)(=O)C1 (centres undefined)
→ -16%	0%	?	-1%	1%	-103*
COc1ccc(NC(=O)C2CCN(S(=O)(=O)c3ccc(N4CCCC4=O)cc3)CC2)cc1OC
→ 20%	.	-2%	0%	0%	-28
CCCCN(C(=O)CCC(=O)Nc1cc(C)on1)C(C(=O)NC1CCCC1)c1cccc(OC)c1 (centres undefined)
→ 23%	7%	-6%	3%	-7%	-3
Cc1ccc(O)c(C(=O)c2cnc3c(c2)CN(C)C(=O)N3)c1
→ -14%	-2%	-2%	1%	-8%	-4
CCn1cc(C(=O)NCc2ccc(C)cc2)c(=O)c2cc(S(=O)(=O)N3CCc4ccccc4C3)ccc21
→ .	.	2%	.	12%	7
S=C(Nc1ccc(-c2nc3ccccc3[nH]2)cc1)Nc1cccnc1
→ -21%	-4%	-6%	31%[activator]	11µM*	-22
Cc1cc(C)cc(SCc2noc(C(=O)NC(C)C)c2C(=O)NC(C)C)c1
→ -10%	0%	3%	-1%	1%	.
COC(=O)CN(c1ccccc1)S(=O)(=O)c1ccccc1
→ -8%	9%	-9%	4%	7%	5

Ordered by number of heavy atoms (smallest number first): three of the compounds above
Second line of a record: AmpC no deterg	FBPA Giardia inh	AmpC detergent	AMA1-RON2 inh	Sm TGR block	HCMV inh
CCCc1nn(C)c(C(=O)Nc2cccc(C)c2)c1Cl
→ -8%	-3%	-8%	0%	-12%	-32
Cc1ccc2cc3cc(C(=O)N4CCC5(CC4)OCCO5)oc3nc2c1
→ -10%	7%	-3%	0%	0%	61
Cc1cc(C)cc(SCc2noc(C(=O)NC(C)C)c2C(=O)NC(C)C)c1
→ -10%	0%	3%	-1%	1%	.

Compound profiles, from the list above. Screens in order: AmpC no deterg | FBPA Giardia inh | AmpC detergent | AMA1-RON2 inh | Sm TGR block | HCMV inh
`CCOC(=O)c1c(CSc2cccs2)n(C)c2cc(Br)c(O)c(CN(C)C)c12` as listed: 106%[activator] | -15% | 3% | -34% | . | -38
`COc1ccc(F)cc1S(=O)(=O)N1CCCN(S(=O)(=O)c2cc(F)ccc2OC)CC1` as listed: 103%[activator] | 2% | -5% | -3% | -2% | ?
